# DRD3 agonist – D3 dopamine receptor (human) agonism; P35462; D3R DiscoveRx beta-arrestin cells, luminescence, 90 min; max activation, %; actives 0.58% (n = 410,000); in the data active means max activation above about 30%; further: 0% is about no effect; mostly tested at two doses, the higher about 12 µM
# Target sequence (P35462 whole entry, looked up): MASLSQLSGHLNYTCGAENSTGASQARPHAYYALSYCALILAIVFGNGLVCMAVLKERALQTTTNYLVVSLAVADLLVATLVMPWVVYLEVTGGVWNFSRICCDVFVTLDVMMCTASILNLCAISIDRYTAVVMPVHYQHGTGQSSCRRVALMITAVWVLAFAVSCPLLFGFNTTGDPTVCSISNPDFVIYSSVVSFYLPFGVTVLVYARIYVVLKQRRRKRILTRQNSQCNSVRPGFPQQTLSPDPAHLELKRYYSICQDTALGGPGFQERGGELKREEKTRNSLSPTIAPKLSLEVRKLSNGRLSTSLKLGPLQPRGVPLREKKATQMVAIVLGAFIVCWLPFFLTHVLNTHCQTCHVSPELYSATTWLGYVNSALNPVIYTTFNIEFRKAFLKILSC
#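 Agonist-mode cell screen: cells plated at 1500/well and incubated overnight at 37 °C, then exposed to library compounds for 90 min at 37 °C. Detection reagent was added for 30–60 min at room temperature, and luminescence was read.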
# PTHR1 agonist – PTHR1 (human) receptor agonism; HEK293 GP2 PTHR1 cells, GloSensor cAMP luminescence, 1 h; Potency, µM (series often up to 115 µM), inactives show top-dose activation, usual class: activators; AID 743266; Q03431; actives 0.075% (n = 410,000); further: potency means the concentration at half of the fitted maximal effect; nearly all actives have a fitted effect of over 55% in size; some results filed as inactive show a strong effect at the top dose; inactives centre near -15; many of its hits are not listed in these tables
# Target sequence (Q03431 whole entry, looked up): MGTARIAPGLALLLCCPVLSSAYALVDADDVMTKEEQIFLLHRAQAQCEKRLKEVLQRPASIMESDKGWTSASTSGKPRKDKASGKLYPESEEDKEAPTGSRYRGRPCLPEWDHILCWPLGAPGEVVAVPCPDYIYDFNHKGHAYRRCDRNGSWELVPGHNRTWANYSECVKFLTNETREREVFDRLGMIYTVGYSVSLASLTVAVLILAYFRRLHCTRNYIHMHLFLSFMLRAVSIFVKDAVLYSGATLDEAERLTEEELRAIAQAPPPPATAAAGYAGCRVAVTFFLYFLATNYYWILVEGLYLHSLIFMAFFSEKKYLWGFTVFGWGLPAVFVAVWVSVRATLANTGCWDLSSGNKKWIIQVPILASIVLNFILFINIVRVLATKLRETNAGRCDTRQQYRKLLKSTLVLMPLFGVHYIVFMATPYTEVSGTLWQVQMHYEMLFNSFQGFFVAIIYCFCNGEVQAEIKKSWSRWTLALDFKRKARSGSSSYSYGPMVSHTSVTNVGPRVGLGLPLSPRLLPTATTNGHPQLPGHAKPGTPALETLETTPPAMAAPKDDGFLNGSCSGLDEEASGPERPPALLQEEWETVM
#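 HEK-293-derived GP2 cells expressing PTHR1 and a GloSensor cAMP reporter, 3,000/well, plated overnight, given luciferin plus IBMX (each 0.5 mM as added) for 1 h at 37 °C, then compound for 1 h at 37 °C. Luminescence was read after 15 min at room temperature.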
# GLP-1R agonist – activates the human GLP-1 receptor. P43220. HEK293 GLP-1R CRE-luciferase, luminescence, 4-6 h; cells express a hypersensitive GLP-1R form. Potency, µM (titrated, usually from 45.6 µM), without a hit: at the top dose activation, most hits filed as activators. actives 0.007% (n = 380,000); further: potency means the concentration at half of the fitted maximal effect; % of control where 0% means no effect
# KB-V1 MDR tox – kills drug-selected multidrug resistant KB-V1 cells. KB-V1 MDR cells viability, CellTiter-Glo, 72 h. Potency, µM (highest dose often 46.1 µM), without a hit: at the highest dose activity change, negative = cytotoxicity, most hits filed as cytotoxic. actives 3.4% (n = 400,000). AID 1347076; further: potency means the concentration at half of the fitted maximal effect; on the % scale 0 is the no-effect control and ±100 the full control effect; nearly all actives have a fitted effect of over 60% in size
#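 KB-V1 cells (P-gp-expressing MDR subline of KB-3-1) in phenol-red-free DMEM with 10% FBS were exposed to library compounds over a concentration series for 72 h at 37 degrees C. Viability read by CellTiter-Glo luminescence; concentration-effect curves fitted after normalization.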
# GLP-1R inv ag – inverse agonists of human GLP-1 receptor. P43220. HEK293 GLP-1R CRE-luciferase, luminescence, 24 h; GLP-1R form is constitutively active. Potency, µM (titrated, usually from 38.3 µM), for inactives: top-dose activity change, negative = inhibition, usual class: inhibitors. actives 1.6% (n = 410,000). AID 624417; further: potency means the concentration at half of the fitted maximal effect; on the % scale 0 is the no-effect control and ±100 the full control effect; nearly all actives have a fitted effect of over 55% in size
#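 Cells are plated, allowed 12 hours at 37 deg C, then treated with compounds for 24 hr before luciferase detection reagent is added and luminescence is read after 12 min at room temperature. The HEK293 line carries constitutively active GLP-1R with a cAMP-responsive reporter.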
# TDP43 rescue – inhibitors of TDP-43 toxicity in yeast; TDP-43 expressing yeast growth rescue, BacTiter-Glo, 24 h; Potency, µM (top dose mostly 46.1 µM), for inactives: at the highest dose growth rescue (activation), actives largely listed as activators; actives 1.8% (n = 410,000); further: potency means the concentration at half of the fitted maximal effect; % of control where 0% means no effect; nearly all actives have a fitted effect of over 50% in size
#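 Yeast cells expressing TDP-43 under galactose induction are exposed to compounds for 24 hr at 30 deg C. BacTiter-Glo luminescence measures growth, so protective compounds score as activators.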
# HEK293 tox – cytotoxicity in counter-screen for GLP-1R inverse agonists. Potency, µM (doses to about 38.3 µM), without a hit: top-dose activity change, negative = inhibition, most hits filed as inhibitors. HEK293 cAMP-luciferase reporter cells, luminescence, 24 h. actives 0.13% (n = 410,000). AID 624418;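 further: loss of luciferase light is scored as toxicity; potency means the concentration at half of the fitted maximal effect; on the % scale 0 is the no-effect control and ±100 the full control effect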
#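 A 23 nL compound transfer followed 12 hours of cell culture at 37 deg C; exposure then lasted 24 hr. Luciferase assay detection reagent was dispensed and plates read for luminescence after a 12 min room-temperature wait.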
# aSyn rescue – inhibitors of alpha-synuclein toxicity in yeast; actives 0.14% (n = 370,000); Potency, µM (top dose mostly 46.1 µM), for the others: at the top dose growth rescue (activation), usual class: activators; AID 652106; Yeast expressing alpha-synuclein, growth rescue, BacTiter-Glo, 24 h; further: potency means the concentration at half of the fitted maximal effect; % of control where 0% means no effect; nearly all actives have a fitted effect of over 65% in size
#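 Galactose-induced alpha-syn yeast (OD600=0.02, raffinose-pregrown) + pinned cpd, 24 hr, 30 deg C; growth by BacTiter-Glo luminescence. Growth restoration scores as activation.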
# D3 antag – blocks the human D3 dopamine receptor; D3R cells, DiscoveRx beta-arrestin luminescence, antagonist mode; active compounds read low; actives 2.5% (n = 360,000); P35462; max response, negative = inhibition, %; in the data active means max response below about -50%; inconclusive means no clear call, values can overlap the other calls; further: on the % scale 0 is the no-effect control and ±100 the full control effect; mostly tested at two doses, the higher about 12 µM
#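 Cells plated overnight at 1500 cells/well, then exposed to library compounds with dopamine controls for 90 minutes at 37 degrees C. DiscoveRx reagent added for 30–60 minutes at room temperature; luminescence read, quantitative HTS format.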
# * marks the source's active call; other numbers are inactive results; i = inactive; u = inconclusive; x = not tested or not shown; & = joins results of further samples; [ ] = dose if it differs, or a comment. Unless noted, the call rests on the fitted dose curve; in most records, active means well fitted curve in the direction sought with a large enough effect; inconclusive means small, poorly fitted or top-dose-only effect, or another doubt; inactive means no such curve, though single readings can be large; an effect the other way counts as inactive or inconclusive. Not all compounds are listed; count on the stated rates, not on these rows.
# A first look, seven compounds:
entry	smiles	GLP-1R inv ag	PTHR1 agonist	aSyn rescue	GLP-1R agonist	HEK293 tox
1	COc1ccc(OCC(=O)N/N=C/c2ccc(O[C@@H]3O[C@H](CO)[C@@H](O)[C@H](O)[C@H]3O)cc2)cc1	-16%	-1%	-9%	1%	-1%
2	O=C(COC(=O)c1cc(=O)[nH]c2ccccc12)NC1CCCC1	-7%	i	-1%	3%	-2%
3	Cc1ccc(-n2c(SCC(=O)N/N=C/c3ccccc3C(=O)O)nnc2-c2ccc(Cl)cc2)cc1	18%	i	0%	2%	2%
4	O=C(Nc1cccnc1)C1=NN(C2CCS(=O)(=O)C2)C(=O)CC1 (stereo unspecified)	-20%	i	0%	-1%	-3%
5	CCOC(=O)c1[nH]c2ccccc2c1NC(=O)c1nonc1C	3%	-8%[57.5 µM]	-12%	-7%	5%
6	Cc1c(C)n(Cc2ccc(Cl)cc2)c2ccc(C(=O)NCCCN3CCOCC3)cc12	1.1µM*	-18%	2%	-2%	u
7	COc1ccccc1CNS(=O)(=O)c1c(C)cc(C)cc1C	u	i	12%	-1%	-6%

entry	KB-V1 MDR tox	DRD3 agonist	D3 antag	TDP43 rescue
1	-24%	3	23	10%
2	15%	-5	-7	-24%
3	20%	24	8	-9%
4	7%	-4	16	7%
5	-1%	3	-29	1%
6	-11%	-18	u	-9%
7	-30%	-4	17	28%

# Results, previewed entries included:
entry	smiles	GLP-1R inv ag	PTHR1 agonist	aSyn rescue	GLP-1R agonist	HEK293 tox
1	COc1ccc(OCC(=O)N/N=C/c2ccc(O[C@@H]3O[C@H](CO)[C@@H](O)[C@H](O)[C@H]3O)cc2)cc1	-16%	-1%	-9%	1%	-1%
2	O=C(COC(=O)c1cc(=O)[nH]c2ccccc12)NC1CCCC1	-7%	i	-1%	3%	-2%
3	Cc1ccc(-n2c(SCC(=O)N/N=C/c3ccccc3C(=O)O)nnc2-c2ccc(Cl)cc2)cc1	18%	i	0%	2%	2%
4	O=C(Nc1cccnc1)C1=NN(C2CCS(=O)(=O)C2)C(=O)CC1 (stereo unspecified)	-20%	i	0%	-1%	-3%
5	CCOC(=O)c1[nH]c2ccccc2c1NC(=O)c1nonc1C	3%	-8%[57.5 µM]	-12%	-7%	5%
6	Cc1c(C)n(Cc2ccc(Cl)cc2)c2ccc(C(=O)NCCCN3CCOCC3)cc12	1.1µM*	-18%	2%	-2%	u
7	COc1ccccc1CNS(=O)(=O)c1c(C)cc(C)cc1C	u	i	12%	-1%	-6%
8	Cc1nn(-c2ccc(F)cc2F)c(=O)c2noc(C)c12	13%	i	2%	14%	1%
9	O=C(NCc1ccccn1)c1cc(Cl)ccc1OCc1ccccc1	3.5µM*	i	1%	4%	1%
10	CCc1cccc2c(=O)c(C(=O)NCCN3CCOCC3)c[nH]c12	2%	-15%	2%	5%	8%

entry	KB-V1 MDR tox	DRD3 agonist	D3 antag	TDP43 rescue
1	-24%	3	23	10%
2	15%	-5	-7	-24%
3	20%	24	8	-9%
4	7%	-4	16	7%
5	-1%	3	-29	1%
6	-11%	-18	u	-9%
7	-30%	-4	17	28%
8	10%	10	14	15%
9	-5%	-5	0	u
10	18%	0	8	6%

# The listing continues:
entry	smiles	GLP-1R inv ag	PTHR1 agonist	aSyn rescue	GLP-1R agonist	HEK293 tox
11	Cc1ccc(-n2ccnc(NCc3cccs3)c2=O)cc1C	-10%	i	x	x	8%
12	CCOc1cc2[nH]c(=O)n(CCCCCC(=O)NC(C)CC)c(=O)c2cc1OCC (stereo unspecified)	5%	i	x	x	-3%
13	O=S1(=O)CC(N2CCOCC2)c2ccccc21 (stereo unspecified)	5%	-3%	-4%	-14%	-4%
14	CCOCCCNC1=C(Cl)C(=O)c2ccccc2C1=O	u	-59%[inhibitor]	-76%[inhibitor]	-3%	-25%
15	CC(C)(C)c1cc(NC(=O)CCl)n(-c2ccccc2)n1	u	-5%	5%	2%	u
16	CN(CCCC(=O)O)S(=O)(=O)c1ccc2c(c1)C(=O)c1cc(S(=O)(=O)N(C)CCCC(=O)O)ccc1-2	18%	-8%	-3%	-6%	-1%
17	COc1ccc(S(=O)(=O)N2CCN(C3CCCCCCC3)CC2)cc1	u	i	3%&-3%	1%&13%	-10%
18	Cc1ccc(NC(=O)Cn2c(=O)cnc3ccccc32)cc1S(=O)(=O)N(C)C	-7%	-45%	2%	9%	-26%
19	CCOC(=O)C1=CC[C@@H](c2ccncc2)N(S(=O)(=O)c2ccc(C)cc2)C1	-11%	-22%	3%	15%	-17%
20	O=C(COC(=O)C1CC(=O)N(Cc2ccccc2)C1)c1ccc(Br)cc1 (stereo unspecified)	10%	8%	-1%	-1%	3%

entry	KB-V1 MDR tox	DRD3 agonist	D3 antag	TDP43 rescue
11	-27%	-4	x	16µM*
12	-14%	7	x	6%[9.22 µM]
13	7%	2	21	9%
14	-6%	-7	-19	-92%[inhibitor]
15	u	-8	0	u
16	u	7	7	3%
17	3%&18%	0&-6	-7&-13	7%&-5%
18	u	3	9	2%
19	u	6	-4	20%
20	-7%	4	-26	-6%

# The list goes on:
entry	smiles	GLP-1R inv ag	PTHR1 agonist	aSyn rescue	GLP-1R agonist	HEK293 tox
21	COc1ccc(C(=O)NNC(=O)Nc2ccc(Cl)cc2)cc1	3%	i	2%	3%	5%
22	COc1cccc(OC)c1NC(=O)CN1CCC(NC(=O)c2cccc(F)c2)CC1	-1%	i	-3%	-10%	-9%
23	COc1cc(NC(=O)NCC2CCN(Cc3ccccc3Cl)CC2)cc(OC)c1OC	-23%&-12%	u	5%	5%	12%&-2%
24	CC(C)OC(=O)/C(=C/c1cccnc1)NC(=O)c1ccccc1	0%	-30%	1%	6%	1%
25	O=C(CCl)N1N=C(c2ccco2)CC1c1ccco1 (stereo unspecified)	2.2µM*	-9%	-3%	1%	u
26	CCOc1ccccc1NC(=O)N1CCC2(CC1)Oc1ccccc1C(=O)N2Cc1ccccc1F	-34%	i	x	x	2%
27	COc1cc(C#Cc2ccc3cc(C(C)(C)O)oc(=O)c3c2)cc(OC)c1	16%	-8%	-1%	19%	0%
28	COc1ccc(-n2[nH]c(C)cc2=O)cc1	-23%	-7%[57.5 µM]	-10%	-9%	-26%
29	Cc1ccc(NC(=O)CS(=O)CC(=O)N(CC(=O)NC2CCCC2)c2cccc(C)c2C)cc1 (stereo unspecified)	-29%	-31%[inhibitor][57.5 µM]	13%	-1%	6%
30	CNC(=O)COC(=O)c1ccc2c(c1)S(=O)(=O)c1ccccc1C2=O	10%	-20%	-9%	4%	13%

entry	KB-V1 MDR tox	DRD3 agonist	D3 antag	TDP43 rescue
21	-2%	-9	1	3%
22	-10%	-4	0	12%
23	9%&17%	-12&-14	-7	3%&4%
24	0%	-19	7	-11%
25	u	-6	0	12%
26	x	-11	x	7%
27	0%	31*	70	19%
28	0%	-14	23	-10%
29	4%	1	10	6%
30	1%	1	0	-1%

# The listing continues.
entry	smiles	GLP-1R inv ag	PTHR1 agonist	aSyn rescue	GLP-1R agonist	HEK293 tox
31	O=C(CCNC(=O)c1ccc(Br)o1)NCc1ccc(Cl)cc1	u	-4%[57.5 µM]	-15%	-7%	-13%
32	CSCCC(NC(=O)c1ccccc1Cl)C(=O)N1CC(C)OC(C)C1 (stereo unspecified)	4%	-8%	3%[1.84 µM]	-2%	-6%
33	CSc1ncnc2[nH]ncc12	59%[activator]	i	4%	10%	3%
34	COc1cc(N2CCCC2)c(OC)cc1/C=C(/C#N)c1cccc(Br)c1	u	i	-1%	0%	17%
35	Cc1cc(C)cc(Nc2cc(C(=O)NCc3ccccc3)c3ccccc3n2)c1	u	-33%[inhibitor]	x	-5%	5%
36	Cc1noc(/C=C/N(C)C)c1S(=O)(=O)N(C)Cc1ccc(F)cc1	u	u	-2%	-1%	-19%
37	NC(N)=NS(=O)(=O)c1ccc(NC(=S)NC(=O)/C=C/c2ccc(F)cc2)cc1	-8%	4%	-2%	-1%	-2%
38	CCCNC(=O)N(C)c1nncnc1C(=O)NC	7%	-11%[57.5 µM]	-8%	-3%	-9%
39	CCN(CC)c1cc(C)c2cc(NC(=O)c3cccc(OC)c3)ccc2n1	10µM*	i	x	0%	-27%
40	COc1ccc(NC(=O)CN2CCN(c3ccc(Cl)cc3)CC2)c(OC)c1	u	-16%	7%	-13%	-18%

entry	KB-V1 MDR tox	DRD3 agonist	D3 antag	TDP43 rescue
31	3%	10	13	-17%
32	11%	4	3	9%
33	15%	-4	11	6%
34	-5%	0	-18	25%
35	3%	11	x	4%
36	u	-18	24	-19%
37	-12%	-5	13	-14%
38	-8%	25	12	17%
39	-22%	-1	x	16%
40	13%	7	-26	10%

# New compounds follow.
entry	smiles	GLP-1R inv ag	PTHR1 agonist	aSyn rescue	GLP-1R agonist	HEK293 tox
41	COc1cccc(-n2c(Cc3cc(=O)[nH]c(=O)[nH]3)nnc2SCC(=O)N2CCCCCC2)c1	-12%	10%	1%	0%	3%
42	CCCCCn1c(=N)c(S(=O)(=O)c2ccc(Br)cc2)cc2c(=O)n3cccc(C)c3nc21	1%	-5%	-1%	-2%	0%
43	COc1cc(C)c(NC(=O)c2cccc(S(=O)(=O)N3CCCC3)c2)cc1OC	-19%	i	-20%	7%	0%
44	Cc1cc(C)c(C(=O)CSc2nc(C)cc(=O)[nH]2)c(C)c1	-14%	-71%[inhibitor]	6%	0%	-11%
45	O=C(Nc1ccccc1)c1cc(C2CCCCN2C(=O)CCCc2ccccc2)on1 (stereo unspecified)	u	i	13%	-1%	-6%

entry	KB-V1 MDR tox	DRD3 agonist	D3 antag	TDP43 rescue
41	-5%	-3	-13	-4%
42	24%	-2	7	-31%[inhibitor]
43	-4%	-14	-19	-21%
44	-1%	2	10	-34%[inhibitor]
45	1%	-10	0	0%

# Assay outcomes as filed in PubChem.
